cardiac RTF act: increases calcium sensitivity of human cardiac regulated thin filaments | activation, % at 7.2 µM | IANBD-labeled TnC RTF fluorescence at EC20 calcium; 0% EC20 calcium, 100% full calcium | 340,000 tested, 0.24% active;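 active = activation above the mean over all tested compounds plus 3 SD, cut at about 30% in these data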;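 note: rise in fluorescence read as greater calcium sensitivity of cardiac thin filaments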
CAL PDZ FP-1: inhibitors of human CAL PDZ peptide binding | Q9HD26 | purified CAL PDZ, TMR-peptide fluorescence polarization, 1 h | inhibition, % at 24.9 µM | 300,000 tested, 0.92% active | AID 602252;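 active = mean inhibition of at least 30% with at least half of replicates also reaching 30%; inconclusive = no clear call, values can overlap the other calls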;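 note: 0% = DMSO neutral control and 100% = excess unlabeled competitor peptide PRC23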
CAL PDZ FP-2: blocks peptide binding to human CAL PDZ domain. 330,000 tested, 0.02% active. inhibition, % at 20 µM. Q9HD26. AID 504414. purified CAL PDZ, TMR-peptide fluorescence polarization, 1 h;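 active = highest replicate inhibition of at least 40%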;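 note: plate controls were DMSO neutral control wells for no effect and unlabeled competitor peptide control wells for full effect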
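System: tagged CAL PDZ domain. Schedule: 1 h room-temperature incubation prior to read. Signal: fluorescence polarization (mP). Measure: percent inhibition from loss of millipolarization.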
Wnt bcat act: activators of Wnt/beta-catenin signaling; Wnt/beta-catenin reporter cell assay, activator, plate reader; activation, % at 9.35 µM; 300,000 tested, 1.2% active; AID 743398; in the data active = activation above about 30%, passing the limit was not always enough; inconclusive = no clear call, values can overlap the other calls;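 note: 0% = neutral control wells and 100% = positive control wells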
dFosB act: mouse delta FosB homodimer activation; purified delta FosB, TAMRA-CDK5 oligo fluorescence polarization; percent of positive-control signal above neutral wells; 340,000 tested, 0.99% active; activation, % at 25 µM; AID 493131; P13346;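 active = mean activation above about 17%, with every replicate also reaching it, limit read from the data, passing the limit was not always enough; inconclusive = only one of the two conditions met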;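 note: fluorescence polarization rise as delta FosB binds a TAMRA Cdk5 AP-1 oligo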
Target sequence (P13346 whole entry, looked up): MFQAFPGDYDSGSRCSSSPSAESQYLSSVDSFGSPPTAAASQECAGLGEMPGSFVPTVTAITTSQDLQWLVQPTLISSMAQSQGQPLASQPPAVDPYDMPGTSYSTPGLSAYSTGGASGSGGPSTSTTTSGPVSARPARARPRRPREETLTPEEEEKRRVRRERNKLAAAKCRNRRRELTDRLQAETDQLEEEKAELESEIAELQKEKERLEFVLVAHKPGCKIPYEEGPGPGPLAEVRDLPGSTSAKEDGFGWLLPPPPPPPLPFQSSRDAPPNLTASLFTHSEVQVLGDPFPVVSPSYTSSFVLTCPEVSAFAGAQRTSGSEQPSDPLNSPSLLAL
Tat transport: E. coli Tat transport inhibition. E. coli MC4100 TorA-mCherry Tat export, fluorescence. 340,000 tested, 0.036% active. inhibition, % at 10 µM;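 active = mean replicate inhibition at least 50% and at least half of replicates individually reaching 50%; inconclusive = only one of the two criteria met; inactive = neither criterion met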;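 note: exported cargo escapes ClpAP degradation while cytoplasmic cargo is degraded and loses fluorescence; 0% = median of neutral control wells and 100% = median of NaSCN control wells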
MITF act: activators of MITF-driven TRPM1 promoter activity in SK-MEL-5 cells. 300,000 tested, 0.75% active. SK-MEL-5 TRPM1-promoter luciferase, 24 h; % of positive control, neutral wells = 0. AID 588334. activation, % at 12.5 µM;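 active = mean activation of at least 80% with every replicate also reaching 80%; inconclusive = mean reaches 80% but some replicate falls short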;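 note: 0% = neutral control wells and 100% = parthenolide positive control wells; values of inactives mirror those of a sister screen read the other way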
Rtt109 Vps75: blocks Candida albicans Rtt109/Vps75 acetyltransferase activity; Q5AAJ8; purified Rtt109/Vps75, ThioGlo CoA-SH fluorescence, 4 h; inhibition, % at 34.9 µM; 330,000 tested, 0.16% active; AID 540336;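 active = inhibition of at least 50% in every replicate; inconclusive = best replicate reaches 50% inhibition but some replicates fall short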
Target sequence (Q5AAJ8 whole entry, looked up): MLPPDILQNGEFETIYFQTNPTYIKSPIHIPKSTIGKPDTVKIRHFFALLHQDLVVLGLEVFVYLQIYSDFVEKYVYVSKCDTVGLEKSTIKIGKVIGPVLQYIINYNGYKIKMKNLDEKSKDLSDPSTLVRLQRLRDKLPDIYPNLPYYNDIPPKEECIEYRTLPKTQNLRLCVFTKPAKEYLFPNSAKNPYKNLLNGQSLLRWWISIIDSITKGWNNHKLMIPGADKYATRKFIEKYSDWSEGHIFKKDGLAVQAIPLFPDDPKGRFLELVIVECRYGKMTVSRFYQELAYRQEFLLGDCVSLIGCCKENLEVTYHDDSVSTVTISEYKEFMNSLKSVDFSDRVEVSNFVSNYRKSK
V-ATPase pHluor: alters yeast V-ATPase proton transport. 350,000 tested, 0.37% active. response, % at 10 µM. S. cerevisiae, pHLuorin cytosolic pH fluorescence; in the data active = response mostly above about 7.3%, no sharp cut-off; inactive = mostly below about 5.4%; note: actives read high; inactives centre near 0; some compounds called inactive have numbers as strong as hits; reference of the scale not given here
CDK5 inh: inhibitors of human CDK5/p35 kinase. Q00535+Q15078. Recombinant CDK5/p35, ADP-Glo luminescence, 60 min. inhibition, % at 10 µM. 330,000 tested, 0.01% active. AID 488839;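 active = highest replicate inhibition of at least 50% and at least 75% of replicates reaching 50%; inconclusive = only one of the two criteria met; inactive = both criteria failed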;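 note: plate controls were DMSO neutral control for no effect and GW8510 at 10 µM for full effect; many of its hits are not listed in these tables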
Starred values were filed as active, the others as inactive; i = inactive; ? = inconclusive; nt = no result given; & = joins results of further samples.

cardiac RTF act	CAL PDZ FP-1	CAL PDZ FP-2	Wnt bcat act	dFosB act	Tat transport	MITF act	Rtt109 Vps75	V-ATPase pHluor	CDK5 inh	SMILES
1	nt	-3.0	nt	-18	-4	6	-42	4	1.3	Cc1cccc2cc(C#N)c(NCCCn3ccnc3)nc12
1	1	0.8	1	-11	-12	-8	-3	2	-1.7	CC(C)CC(=O)/C(=C/c1ccc(N(C)C)cc1)n1cncn1
-2	nt	-1.7	nt	2	3	-6	-11	-4	0.7	CCCNS(=O)(=O)c1cccc(C(=O)NC2CCCc3ccccc32)c1 (stereo not given)
-1	0	-2.5	0	3	5	-4	7	1	-0.5	CCC(=O)Nc1nnc(S(=O)(=O)N(C)Cc2ccco2)s1
3	6	-0.5	45*	5	2	91*	5	-2	1.6	Brc1ccccc1-n1nnc(-c2nccs2)n1
9	-7	-3.7	5	-3	7	nt	-7	-4	-0.1	Fc1ccc(-c2ccc(CNCc3ccccn3)o2)cc1
4	-3	-2.8	nt	-8	-13	4	5	1	0.7	O=C(NCC(c1cccnc1)N1CCN(c2ccccc2)CC1)C1CCCCC1 (stereo not given)
-3	-7	-2.3	5	0	-16	15	-12	2	0.6	Cc1oc2ccc(O)cc2c1C(=O)c1ccccc1
-1	1	0.3	-3	-1	0	-15	1	-2	1.0	CCCn1nc(NS(=O)(=O)c2cccc3nonc23)c2cc3ccccc3nc21
-2	4	0.0	0	4	4	12	-10	4	0.8	COc1ccc(C(=O)OCC(=O)NC2CC2)cc1[N+](=O)[O-]
10	1	0.0	5	3	8	-9	4	-1	0.0	Cc1cc(N/N=C/c2ccccc2O)nc(-c2ccccc2O)n1
2	5	0.0	-3	-6	4	4	15	4	0.2	COc1ccc(/C=C(\C#N)C(=O)c2c(C)[nH]c3ccccc23)cc1OC
-3	-5	-0.2	-1	-6	26	nt	23	7	1.1	O=c1cc(-c2ccccc2)nc(N2CCCCC2)[nH]1
4	nt	-0.3	13	-8	-2	-10	-1	-1	1.1	Nc1ncnc(Oc2cccc3cccnc23)c1[N+](=O)[O-]
1	-3	nt	nt	11	8	-9	1	0	0.1	Cc1cc(=O)oc(C)c1C(=O)NC1CC(C)(C)NC(C)(C)C1
1	2	-1.9	nt	-11	-2	14	-2	-1	-2.1	CCCS(=O)(=O)c1cn2cccc(N)c2c1S(=O)(=O)CCC
nt	1	-1.0	11	-5	1	-28	-13	0	-0.2	COc1ccc(/C=C/c2cc(C(F)(F)F)[nH]c(=O)n2)cc1OC
5	nt	-0.8	5	-2	-6	nt	-3	6	-2.4	COc1ccccc1CNC(=O)CCn1c(=O)oc2ccccc21
-5	nt	0.2	nt	2	2	nt	6	3	-0.2	NC1=NC(c2ccc(Cl)cc2)n2c(nc3ccccc32)N1 (stereo not given)
-1	nt	0.1	-1	6	3	-14	-6	0	1.1	CCn1c(CCc2ccccc2)nnc1SCC(N)=O
5	-4	-0.7	nt	-1	-11	1	2	6	-0.6	COc1ccc(C(=O)OCn2nnc3ccccc3c2=O)cc1OC
-2	8	-1.5	0	-6	-3	10	2	4	-0.1	CCOc1ccccc1NS(=O)(=O)c1csc(C(N)=O)c1
0	-3	-2.8	3	-5	1	5	0	-1	2.4	O=C(NCc1ccccc1)c1cncc(Br)c1
0	-1	0.0	-1	-7	-8	-7	-5	-5	-1.0	O=C(c1ccccc1F)N1CCCc2ccccc21
0	0	-0.4	1	-3	-1	3	-12	-1	0.4	CC(C)c1cc(C(C)C)n2nc(N)nc2n1
-3	-1	0.1	0	-1	9	44	1	6	3.0	COc1c2c(cc3oc(=O)ccc13)OC(C)(C)C=C2
0	-6	-1.5	0	-7	3	11	-4	-4	-0.3	Cc1ccc2c(c1)c1c(n2CC(O)CNC(CO)(CO)CO)CCCC1 (stereo not given)
-2	1	-1.8	0	-2	-3	nt	2	-1	-0.2	Cc1ccccc1Cn1c(NC2CCCC2)nc2c1c(=O)[nH]c(=O)n2C
-2	nt	-1.4	0	-6	-2	4	-7	0	-0.3	COC(=O)c1c(-c2ccc(F)cc2)noc1N
-1	-3	-1.1	nt	-6	0	-5	0	-3	0.4	CCOC(=O)c1c(NC(=O)CSc2nnnn2C)sc(CC)c1C
0	-4	-0.8	-3	-7	-3	-29	2	12	-1.5	Cn1c(=O)oc2cc(S(=O)(=O)NCCC(=O)N3CCN(c4ccccc4F)CC3)ccc21
5	-2	0.6	0	-8	7	16	4	4	-12	COc1ccc(-c2nc(C#N)c(N3CCCCCC3)o2)cc1OC
5	1	-0.5	nt	1	1	-5	-12	0	-1.2	COCCNC(=O)CN(c1cc(C(F)(F)F)ccc1Cl)S(C)(=O)=O
0	-4	-3.8	nt	-1	1	nt	nt	1	0.0	Cc1ccc(C)c(-n2c(C)cc(/C=N/NC(=O)c3c(C)nc4cc(C)ccn34)c2C)c1
-4	-1	0.1	2	-10	-9	6	1	1	1.1	COc1ccc(/C=N/n2c(COc3ccccc3)n[nH]c2=S)cc1OC
-7	nt	-1.0	0	-4	-5	4	3	-2	-0.4	CCc1ccc2oc(C(=O)NC3CCS(=O)(=O)C3)cc(=O)c2c1 (stereo not given)
5	-2	-4.3	-13	-38	0	-5	12	-1	-0.5	CCN1CCN(Cc2ccc(NC(=O)c3ccc(C)c(NC(=O)c4nccnc4N)c3)cc2C(F)(F)F)CC1
i	-5&-3	0.5&-0.6	1&0	-2&0	-8&1	-1&11	18&-5	-3&-1	2.5&-2.0	OCCOCCN1CCN(C2=Nc3ccccc3Sc3ccccc32)CC1
-1	-3	-1.3	-2	-10	-13	3	13	5	-0.1	O=C(NCCCN1CCN(C2CCCCC2)CC1)Nc1ccccc1C(F)(F)F
-2	1	0.0	nt	-4	-8	20	-2	1	-0.8	CC(C)CSc1nc2c(c(=O)[nH]c(=O)n2C)n1CCc1ccccc1
11	28	nt	nt	-16	-6	-4	6	-1	0.4	COc1ccc(C(=O)OCc2cc3cccc(C)c3[nH]c2=O)cc1
5	-5	nt	-2	-2	-11	-12	-2	10	0.4	O/N=C1\CCCc2ccccc21
1	-1	-2.5	2	2	-3	-17	3	1	-0.3	COC(=O)c1c(C)oc2c1cc(NS(=O)(=O)c1cccs1)c1ccccc12
0	nt	0.4	3	-5	-7	-10	-12	4	-0.1	COc1ccc(CCNC(=O)c2cc(S(=O)(=O)N3CCCC3)cn2C)cc1OC
1	nt	0.7	4	-9	0	-2	-1	1	1.2	O=C(COC(=O)CNC(=O)c1ccc(F)cc1)NC1CCCc2ccccc21 (stereo not given)
-6	nt	-0.3	nt	-2	-4	-20	3	-2	-0.4	O=C(COc1ccccc1)NC(Cc1c[nH]c2ccccc12)C(=O)O (stereo not given)
2	nt	-0.6	nt	1	-7	3	-2	-1	-6.1	CCOc1nc(-c2ccccc2)ccc1-c1noc(-c2cccs2)n1
4	-5	-1.0	-1	-7	-3	-3	2	-2	1.3	Cc1nn(C)c(C)c1NC(=O)CCCSc1nc(-c2ccco2)cc(C(F)(F)F)n1
0	nt	-2.7	nt	-7	24	15	4	-4	4.9	COc1ccc(N2CCN(C(c3cccs3)C(C)NS(=O)(=O)c3ccccc3)CC2)cc1 (stereo not given)
-6	-1	-1.0	-1	-22	9	-1	0	-3	0.1	C/C(=N\NC(=O)COc1ccc(C(C)(C)C)cc1)c1ccc2c(c1)OCCO2
0	12	-0.3	0	-1	5	nt	-2	2	-0.4	COc1cc(CN2CCCCCC2)c([N+](=O)[O-])cc1OC
4	1	-2.1	-4	23*	-4	10	-6	-2	0.4	COc1ccc(NC(=O)CCC(=O)Nc2nnc(C3CCCCC3)s2)cc1
3	-2	-3.5	-2	2	-3	nt	2	5	-2.1	O=C(c1ccco1)N1CCN(c2nc3ccccc3c(=O)n2-c2ccccc2)CC1
-1	5	-1.0	1	-13	-4	nt	-3	1	-1.5	COc1ccc(C2C3=C(OC(C)=O)c4ccccc4C3=Nc3c2c(=O)n(C)c(=O)n3C)cc1 (stereo not given)
1	-4	2.1	0	55*	-18	nt	21	3	0.9	CC[N+](CC)(CC)CCCCOc1ccc2c(c1)C(=O)c1cc(OCCCC[N+](CC)(CC)CC)ccc1-2
6	-3	0.3	?	-13	-2	-8	3	-1	-1.1	O=C(COC(=O)c1ccc(NS(=O)(=O)c2cccs2)cc1O)Nc1ccc(F)cc1
-5	-1	-1.1	nt	-4	-1	-6	-10	-4	0.4	O=C(O)c1ccc2c(c1)ncn2C1CCCCC1
-1	-5	-2.5	nt	-10	-5	nt	-8	0	-1.9	O=C(COC(=O)c1cccc2ccccc12)Nc1ncc(C(F)(F)F)cc1Cl
-5	-3	-1.3	4	-1	-6	-3	-5	0	-2.1	O=C(NC1CCCC1)C(c1c(F)cccc1Cl)N(C(=O)c1csnn1)C1CC1 (stereo not given)
2	-2	-2.4	-6	-5	9	5	3	3	0.4	Cc1cc(C)cc(NC(=S)Nc2ccccn2)c1

The final 2 compounds of the section before are carried over, then new ones follow:
cardiac RTF act	CAL PDZ FP-1	CAL PDZ FP-2	Wnt bcat act	dFosB act	Tat transport	MITF act	Rtt109 Vps75	V-ATPase pHluor	CDK5 inh	SMILES
-5	-3	-1.3	4	-1	-6	-3	-5	0	-2.1	O=C(NC1CCCC1)C(c1c(F)cccc1Cl)N(C(=O)c1csnn1)C1CC1 (stereo not given)
2	-2	-2.4	-6	-5	9	5	3	3	0.4	Cc1cc(C)cc(NC(=S)Nc2ccccn2)c1
-4	-1	-0.1	8	-2	-2	nt	2	0	1.3	O=C(Nc1ccccc1F)n1ncc2cc(Cl)ccc21
0	0	-3.2	4	-9	-2	-7	-5	-7	-2.4	Cc1ccc(C(=O)Nc2cccc3ncccc23)cc1[N+](=O)[O-]
-3	86*	0.2	-1	-5	5	-8	-7	-2	-0.2	Cc1ccccc1C(=O)c1ccccc1C(=O)c1ccccc1
0	-1	-0.6	1	-8	-11	-10	-11	-1	0.4	CCn1c(SCC(=O)Nc2oc(-c3ccccc3)c(-c3ccccc3)c2C#N)nnc1-c1cc(OC)cc(OC)c1
-5	-4	-1.6	0	-8	-2	nt	0	-1	1.3	Cc1ccccc1N(C(=O)c1snc(C(N)=O)c1N)C(C(=O)NCC1CCCO1)c1ccc(N(C)C)cc1 (stereo not given)
2	-2	0.5	-3	-5	-7	-1	-7	-4	-1.2	COc1ccc(C#Cc2c(-c3ccsc3)oc3ccc(-c4cc(OC)c(OC)c(OC)c4)cc23)cc1
-3	-3	-3.2	3	-19	23	9	-5	-1	nt	CCOc1ccc(N(CC(=O)Nc2ccc(OC)cc2OC)S(=O)(=O)c2c(C)[nH]c(=O)[nH]c2=O)cc1
3	-7	111*	3	3	-5	-4	-6	0	-0.3	COc1cc(NS(=O)(=O)c2ccc(NC(=S)Nc3ccccc3)cc2)nc(OC)n1
-2	2	-2.7	nt	1	-4	55	1	-3	-0.7	O=C(Nc1ccccc1)Nc1cccc(Cl)c1
2	-6	0.6	2	-5	0	1	-23	0	-3.1	CCCCCCSc1ccc(-c2nc3ccc(Cl)cn3c2NC2CCCCC2)cc1
